# hIAP block – human IAP inhibition; AID 2544; P09923; purified IAP, CDP-Star luminescence, 30 min; actives 0.12% (n = 330,000); inhibition, % at 10 µM;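 active means inhibition reaching a set limit with compound at 10 µM in the primary screen, cut at about 35% in these data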;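 further: plate controls were DMSO wells with enzyme for no effect and no-enzyme buffer wells for full effect; values of inactives mirror those of a sister screen read the other way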
# Target sequence (P09923 whole entry, looked up): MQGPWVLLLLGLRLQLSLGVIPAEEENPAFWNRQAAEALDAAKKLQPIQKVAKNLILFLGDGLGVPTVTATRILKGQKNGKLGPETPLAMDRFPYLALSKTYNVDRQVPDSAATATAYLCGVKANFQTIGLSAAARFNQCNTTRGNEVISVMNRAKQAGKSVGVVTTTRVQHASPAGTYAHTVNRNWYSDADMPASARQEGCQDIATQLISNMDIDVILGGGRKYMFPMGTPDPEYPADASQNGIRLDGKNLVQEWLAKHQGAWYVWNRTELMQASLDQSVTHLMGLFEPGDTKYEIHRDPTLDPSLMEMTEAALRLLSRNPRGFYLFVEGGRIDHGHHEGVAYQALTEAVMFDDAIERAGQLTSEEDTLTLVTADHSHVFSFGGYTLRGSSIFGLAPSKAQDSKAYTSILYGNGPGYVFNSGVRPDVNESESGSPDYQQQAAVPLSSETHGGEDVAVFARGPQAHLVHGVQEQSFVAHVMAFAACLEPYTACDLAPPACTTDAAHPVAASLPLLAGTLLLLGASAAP
# APOBEC3A inh – blocks human APOBEC3A ssDNA deamination; AID 493011; recombinant A3A, FAM/TAMRA ssDNA deamination fluorescence; actives 0.41% (n = 330,000); inhibition, % at 20 µM; P31941;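 active means at least 40% inhibition at 20 µM here, with at most 30% in a related deaminase screen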;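 further: plate controls were A3A with DMSO for no effect and wells lacking A3A enzyme for full effect; some results filed as inactive read as strong as hits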
# hIAP act – human IAP activation; purified human IAP, CDP-Star luminescence, 30 min; active compounds read high; 1 = vehicle-only enzyme, 0 = enzyme-free background; activation factor at 10 µM; actives 0.16% (n = 330,000);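 active means activation factor of the enzyme at least 2-fold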; further: the source names both 10 and 20 µM as test concentration; values of inactives mirror those of a sister screen read the other way
# HKDC1 inh – blocks human hexokinase HKDC1 activity | Q2TB90 | recombinant HKDC1, G6PDH/diaphorase resazurin coupled fluorescence | inhibition, % at 20 µM | actives 0.16% (n = 340,000);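 active means inhibition above about 35% when tested at 20 µM, limit read from the data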;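 further: plate controls were DMSO wells with enzyme for no effect and DMSO wells lacking enzyme for full effect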
#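 Test system: recombinant HKDC1 (HK5) hexokinase enzyme, produced in-house; Amount: enzyme 5 µg/mL final; Buffer or medium: Tris pH 8.0 buffer with MgCl2, Tween-20, BSA, BME; Reagent: glucose and ATP substrates; Doses: 20 µM test compound, 1% DMSO; Incubation: 90 min reaction incubation at room temperature, dark; Detection: resorufin fluorescence at 613 nm.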
# ATG4B inh – blocks human ATG4B protease cleavage of LC3 substrate | inhibition, % at 8.33 µM | ATG4B cleavage of LC3-PLA2, NBD-HPC fluorescence, 1 h | Q9Y4P1 | actives 0.51% (n = 340,000); in the data active means inhibition above about 40%
# Target sequence (Q9Y4P1 whole entry, looked up): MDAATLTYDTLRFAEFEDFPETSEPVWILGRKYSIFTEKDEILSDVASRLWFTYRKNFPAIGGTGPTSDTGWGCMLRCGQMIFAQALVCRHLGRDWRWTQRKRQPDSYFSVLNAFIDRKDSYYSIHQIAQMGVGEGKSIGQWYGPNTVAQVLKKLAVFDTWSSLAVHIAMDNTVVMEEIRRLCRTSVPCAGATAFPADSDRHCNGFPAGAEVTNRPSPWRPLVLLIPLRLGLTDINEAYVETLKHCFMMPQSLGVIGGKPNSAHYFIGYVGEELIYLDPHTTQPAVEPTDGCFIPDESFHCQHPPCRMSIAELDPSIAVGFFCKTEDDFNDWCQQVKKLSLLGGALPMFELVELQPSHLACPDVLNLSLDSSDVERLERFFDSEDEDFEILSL
# mIAP act – mouse IAP activation; muIAP, CDP-Star luminescence, 30 min; active compounds read high; 1 = vehicle-only enzyme signal, 0 = enzyme-free wells; activation factor at 10 µM; actives 0.24% (n = 330,000); AID 2805;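 active means activation factor of at least 2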; further: the source names both 10 and 20 µM as test concentration; values of inactives mirror those of a sister screen read the other way
#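 System: mouse IAP enzyme. Reagent: CDP-Star chemiluminescent phosphatase substrate. Benchmarks: DMSO wells, no-enzyme wells. Times: 30 min enzyme-substrate-compound incubation at room temperature. Detection: luminescence from enzymatic CDP-Star hydrolysis. Doses: test compounds delivered from DMSO solution.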
# mIAP block – mouse IAP inhibition. purified mouse IAP, CDP-Star luminescence, 30 min. inhibition, % at 10 µM. actives 0.2% (n = 330,000). AID 2806;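 active means inhibition of at least 40% at 10 µM in the primary screen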;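 further: plate controls were DMSO with enzyme for no effect and no enzyme wells for full effect; values of inactives mirror those of a sister screen read the other way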
# PfG6PD inh – PfG6PD (Plasmodium falciparum) enzyme inhibition | PfGluPho enzyme, NADPH resazurin-diaphorase fluorescence | inhibition, % at 20 µM | actives 0.78% (n = 350,000);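 active means inhibition reaching at least a set limit at 20 µM in the primary screen, cut at about 59% in these data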;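 further: 0% = DMSO wells with substrate and 100% = DMSO wells lacking glucose-6-phosphate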
# Active calls of the source: *; / = not tested or not shown.
SMILES,hIAP block,APOBEC3A inh,hIAP act,HKDC1 inh,ATG4B inh,mIAP act,mIAP block,PfG6PD inh
CN1CCN(S(=O)(=O)c2cccc(C(=O)NC3CCCc4ccccc43)c2)CC1 (stereo not given),10.3,-0.9,0.897,0.7,4.6,1.15,-14.8,1.2
O=C(Nc1c2c(nn1-c1ccc([N+](=O)[O-])cc1)CS(=O)(=O)C2)c1cccs1,12.0,-1.6,0.88,8.0,2.1,1.03,-3.3,-19.2
CCC(C)NC(=O)COC(=O)c1oc2ccccc2c1CSc1ccc(Cl)cc1 (stereo not given),-17.6,7.4,1.18,-5.9,6.7,1.08,-8.1,-19.7
CCOC(=O)N1CCC(NC(=O)C2CCCN2C(=O)OCc2ccccc2)CC1 (stereo not given),-18.7,-3.2,1.19,-6.6,4.0,1.02,-2.2,1.3
Cc1ccc(NC(=O)/C(=C/c2cccc(Br)c2)NC(=O)c2ccco2)cc1,24.5,2.1,0.755,-0.9,-11.2,0.932,6.8,17.6
COC(=O)c1c(C)nc2ccccc2c1-c1ccccc1,13.8,4.2,0.862,3.5,-7.5,0.933,6.7,-20.8
CCCC1CCC(=NNC(=O)CNc2ccc(OC)cc2)CC1 (stereo not given),6.0,-1.5,0.94,-2.0,4.7,0.99,1.0,-3.9
CC(C)C(=O)Nc1ccc(NC(=O)c2cccc3c(Br)cccc23)cc1,-4.3,-1.7,1.04,-5.2,5.8,1.09,-8.8,-14.9
CC(C)c1nnc(SCC(=O)N2CCN(C(=O)c3ccco3)CC2)n1N,-13.2,4.3,1.13,-7.0,-7.3,0.955,4.5,4.8
COC(=O)c1ccc(NC(=O)CCn2cccc2)cc1,10.5,-1.3,0.895,-10.1,-0.9,0.967,3.3,14.9
CC(CCc1ccccc1)NC(=O)C(=O)N1CCOCC1 (stereo not given),1.3,3.4,0.987,-6.1,-1.7,0.969,3.1,1.1
O=C(CN1CCN(S(=O)(=O)c2ccccc2Cl)CC1)NCC1(N2CCOCC2)CCCCC1,-7.5,-3.3,1.07,-2.8,-4.0,0.965,3.5,-2.6
O=C(COc1ccccc1)NS(=O)(=O)c1ccc(Cl)cc1,6.6,6.5,0.934,4.2,0.9,0.986,1.4,-22.3
CCN1CCN(C(=S)c2ccc(OC)cc2)CC1,-10.5,-0.4,1.1,-6.3,-13.0,1.03,-3.1,48.4
N#CC(C#N)=c1ccc2c(c1)NC1(CCCCC1)N=2,-5.0,5.4,1.05,12.9,-2.7,0.915,8.5,12.6
CCN(c1ccccc1)S(=O)(=O)c1ccc(C(=O)NCCCn2ccnc2)cc1,-4.6,-2.0,1.05,-12.1,-2.7,0.939,6.1,-4.4
Cc1cc(-c2cccnc2)c(C#N)c(SCC#N)n1,4.0,-2.6,0.96,-2.4,-8.2,0.981,1.9,9.4
OC1C[N+]2(CCCCC2)C1,-18.4,-3.0,1.18,-15.4,-8.5,1.01,-1.5,-1.4
O=C(N/N=C/c1ccc(F)cc1)c1cc(-c2ccco2)nc2ccccc12,6.7,93.2,0.933,16.3,14.9,0.768,23.2,14.9
CCOC(=O)C(=O)N1CCN(c2ccccc2OC)CC1,4.6,2.7,0.954,-1.0,11.8,0.939,6.1,-20.2
O=C(N/N=C/c1cccc([N+](=O)[O-])c1)c1ccc2c(c1)OCCO2,-2.9,-4.4,1.03,3.5,-14.4,0.983,1.7,31.3
Cc1[nH][nH]c(=O)c1C(c1ccc(O)c([N+](=O)[O-])c1)c1c(C)[nH][nH]c1=O,5.3,-0.6,0.947,-5.5,-2.5,0.716,28.4,8.0
CCCCN(C(=O)CNC(=O)c1ccco1)C(C(=O)NC1CCCC1)c1ccc(OC)cc1 (stereo not given),4.9,-0.5,0.951,-4.6,-2.2,0.976,2.4,-8.1
CC(C)(C)Nc1nc(SCC(=O)Nc2ccccc2Cl)nc(N2CCOCC2)n1,-19.8,-0.9,1.2,-1.6,2.2,1.01,-1.1,-15.8
O=C(NCc1ccco1)C(=O)NCC1OCCN1S(=O)(=O)c1ccccc1 (stereo not given),-2.3,1.3,1.02,-3.2,-3.8,1.06,-6.3,-2.8

# Looked up above.
# Entry for N#CC(C#N)=c1ccc2c(c1)NC1(CCCCC1)N=2 in hIAP act: 1.05
# Entry for Cc1ccc(NC(=O)/C(=C/c2cccc(Br)c2)NC(=O)c2ccco2)cc1 in hIAP act: 0.755
# Entry for O=C(Nc1c2c(nn1-c1ccc([N+](=O)[O-])cc1)CS(=O)(=O)C2)c1cccs1 in HKDC1 inh: 8.0
# Entry for CCOC(=O)N1CCC(NC(=O)C2CCCN2C(=O)OCc2ccccc2)CC1 (stereo not given) in ATG4B inh: 4.0

# The results go on:
SMILES,hIAP block,APOBEC3A inh,hIAP act,HKDC1 inh,ATG4B inh,mIAP act,mIAP block,PfG6PD inh
COc1ccc(C(=O)NCCC2=CCCCC2)cc1OC,6.8,4.6,0.932,2.1,-3.2,1.06,-6.3,7.6
COc1ccccc1/C=C/C(=O)OCC(=O)NNC(=O)c1ccccc1,-32.1,-0.2,1.32,-4.0,-5.9,0.867,13.3,-3.6
Cn1c(-c2ccccc2)cc2ccccc21,4.6,-2.5,0.954,0.7,1.2,0.989,1.1,14.3
O=C(c1ccc2c(c1)N(Cc1ccccc1)C(=O)CS2)N1CCOCC1,11.0,1.0,0.89,2.1,-0.5,1.02,-1.8,-11.8
CCN1CCN(c2cc(C)c3cc(NC(=O)c4cc(OC)cc(OC)c4)ccc3n2)CC1,-15.7,3.0,1.16,-3.0,-4.7,1.12,-12.3,-12.4
Cn1nnnc1SCc1c(F)cccc1F,-5.8,6.5,1.06,-11.6,7.6,1.03,-3.2,3.9
CN(C)S(=O)(=O)c1ccc(NCC2COc3ccccc3O2)c([N+](=O)[O-])c1 (stereo not given),21.0,2.4,0.79,0.8,-0.1,0.868,13.2,-5.3
CCN1C(=O)c2cccc3c(S(=O)(=O)N4CCCC4C(=O)O)ccc1c23 (stereo not given),2.5,-3.1,0.975,1.4,-3.0,1.03,-3.2,8.9
COc1ccccc1-n1c(SCC(N)=O)nnc1-c1ccccc1,-15.5,23.7,1.16,-1.3,4.0,1.07,-7.1,-10.5
CC(=O)Nc1ccc(NC(=O)/C=C/c2cccc(C(F)(F)F)c2)cc1,0.7,1.2,0.993,-6.0,-19.7,1.01,-1.3,0.2
CC1C2(C)OCC(C#N)(C(=N)O2)C1(C#N)C#N (stereo not given),19.4,-3.1,0.806,/,/,1.01,-1.1,/
CCS(=O)(=O)N1CCC(C(=O)Oc2ccccc2)CC1,-16.0,-4.8,1.16,-8.4,-9.2,1.02,-2.1,0.8
CC(C)[C@H](NC(N)=O)C(=O)NCCc1ccc(Cl)cc1Cl,1.5,28.6,0.985,-6.1,0.1,0.977,2.3,0.2
Cc1nc(Oc2ccc(Cl)cc2)c2oc3ccccc3c2n1,-8.9,1.0,1.09,-3.0,-10.7,0.992,0.8,11.0
Cc1nc2ccc(NC(=O)c3ccc(C)c(S(=O)(=O)N4CCOCC4)c3)cc2s1,-14.3,-1.4,1.14,-5.4,-3.2,0.954,4.6,-10.6
COc1cc(C(=O)NNC(=O)Nc2ccc([N+](=O)[O-])cc2)cc(OC)c1OC,0.4,-0.8,0.996,-2.3,4.9,0.867,13.3,-16.6
COc1ccc(N=C/C=C2/C=C(c3ccccc3)OC(C)(C)O2)cc1,-30.1,-2.4,1.3,10.5,15.7,0.842,15.8,8.8
COc1ccc(N2CCN(C(=O)CCc3nc(-c4ccc(C)cc4)no3)CC2)cc1,6.1,2.5,0.939,-1.6,-15.1,0.936,6.4,8.8
O=C(/C=C/c1ccc(Cl)cc1)NC1CC2CCC1C2 (stereo not given),9.0,-0.4,0.91,-1.2,4.2,0.94,6.0,39.7
CC1CCCCN1CCCn1c(=S)[nH]c2ccccc2c1=O (stereo not given),-10.5,-5.0,1.1,-6.6,-2.4,1.09,-9.5,17.8
COc1ccccc1-n1c(SCC(=O)O)nc2c(sc(=S)n2-c2ccc(Cl)c(C)c2)c1=O,2.1,-4.8,0.979,7.6,7.7,0.888,11.2,15.3
N#Cc1ccc(S(=O)(=O)N2CCCN(c3nc4ccc(Cl)cc4s3)CC2)cc1,-3.7,-1.4,1.04,1.4,-6.0,1,-0.4,-7.3
Cc1ccnc(N2CCC(C(=O)Nc3ccc4c(c3)OCO4)CC2)n1,-18.7,-2.7,1.19,1.1,-11.0,1.16,-15.8,4.1
CCS(=O)(=O)Nc1ccc2[nH]c(=O)[nH]c2c1,-1.4,6.8,1.01,-0.8,-1.9,0.954,4.6,-2.5
COc1ccc(C(=O)Cc2ccc(OC)c(OC)c2)cc1,-37.5,-2.6,1.38,-3.9,-7.7,1.02,-2.0,1.6

# An excerpt from above with just APOBEC3A inh, hIAP block and hIAP act:
SMILES,APOBEC3A inh,hIAP block,hIAP act
CCS(=O)(=O)N1CCC(C(=O)Oc2ccccc2)CC1,-4.8,-16.0,1.16
COc1ccccc1/C=C/C(=O)OCC(=O)NNC(=O)c1ccccc1,-0.2,-32.1,1.32

# Additional compounds:
SMILES,hIAP block,APOBEC3A inh,hIAP act,HKDC1 inh,ATG4B inh,mIAP act,mIAP block,PfG6PD inh
COC(=O)c1c(NC(=O)COC(=O)CNC(=O)C2CCCCC2)sc(C)c1C,-9.6,-0.3,1.1,-9.2,18.5,1.02,-1.7,-1.0
N#Cc1ccccc1S(=O)(=O)N1CCC(C(=O)Nc2cccc(C(=O)NC3CC3)c2)CC1,-7.5,-1.0,1.07,0.8,6.4,1.01,-1.2,-20.6
COc1ccc(-n2nc(C(=O)NCC(=O)NCC3CCCO3)c3ccccc3c2=O)c(OC)c1 (stereo not given),14.4,-0.1,0.856,-15.9,-2.2,0.973,2.7,-9.7
COc1ccc(CCNC(=O)COC(=O)c2cnc(Cl)c(Cl)c2)cc1,-24.2,4.1,1.24,-2.7,-2.3,0.973,2.7,-1.3
CCn1c(SCC(=O)Nc2ccc3c(c2)OCO3)nnc1-c1cnccn1,13.8,-3.7,0.862,-2.2,-6.8,0.976,2.4,83.2*
CCOn1c(=O)c(-c2cc(OC)ccc2OC)[n+]([O-])c2ccccc21,20.9,-1.7,0.791,-7.0,-1.2,0.99,1.0,3.4
CCOc1ccc(NC(=O)CSc2nc3[nH]ncc3c(=O)[nH]2)cc1,3.8,-0.7,0.962,3.5,-5.6,0.989,1.1,-25.8
CCn1ncc(/C=C/C(=O)Nc2c(C)nn(Cc3ccc(Cl)cc3Cl)c2C)c1C,-8.1,1.0,1.08,-9.6,1.6,1.13,-12.9,-0.1
COc1cc(/C=C/C(=O)N2CCN(Cc3ccccc3)CC2)cc(OC)c1OC,6.2,7.1,0.938,6.6,-3.3,1.1,-9.8,-14.3
Cc1ccnc(NC(=O)c2cc(-n3cnnc3)ccc2Cl)c1,-43.6,-1.6,1.44,11.1,-8.9,0.985,1.5,-11.5
CSc1nn(-c2ccc(C(=O)OCC(=O)NC(=O)NC(C)C)cc2)c(=S)s1,10.2,4.7,0.898,-5.1,1.9,0.845,15.5,-1.7
Cc1[nH]c2c(C)cccc2c(=O)c1CN1CCCCCC1,-9.3,2.6,1.09,-0.5,-11.7,1.07,-6.8,14.8
CC(C)N(C(=O)CSc1nnc(NC(=O)C2CCC2)s1)C(C)C,-11.9,-2.2,1.12,-3.1,-11.9,0.914,8.6,-0.8
COc1ccccc1/C=C\C=N\NC(=O)c1ccco1,4.8,7.7,0.952,-6.9,-10.3,0.919,8.1,1.8
COC(=O)c1cc(C)nc(Sc2ccccc2NC(C)=O)n1,11.1,0.4,0.889,-2.8,-5.4,0.914,8.6,1.1
O=C(NCc1ccco1)/C(=C\c1cccs1)NC(=O)c1ccsc1,-13.1,2.7,1.13,-6.3,9.6,1.08,-8.2,-22.5

# Bioassay records: PubChem BioAssay, Sanford-Burnham Center for Chemical Genomics
